E-sel inducer: induces E-selectin expression in human endothelial cells; P16581; activation, % at 7.58 µM; HUVEC E-selectin immunofluorescence imaging; normalized: neutral wells 0, TNF-alpha wells 100; AID 686992; 0.37% of 260,000 active;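 active = mean E-selectin-positive cell signal at least 10% of the positive control, reached in at least 60% of replicates, without over 20% cell loss; inconclusive = no rule given, readout overlaps actives, possibly toxicity-flagged; inactive = the rest, including those meeting only one limit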;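 note: in these data hits start at about 27%; measured in HUVEC primary endothelial cells; signal is the percent of cells scored E-selectin positive by PE staining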
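System: HUVEC, human umbilical vein endothelial cells; quantity: 3,000 cells/well; buffer or medium: EGM-2 medium, gelatin-coated wells; dosing: single-point compound dose; detection: immunofluorescence imaging; evaluation: % PE-positive cells; benchmarks: TNF-alpha, DMSO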
ERp5 block: blocks human ERp5 reductase activity on insulin | Q15084 | ERp5 insulin aggregation, absorbance 650 nm, 90 min | inhibition, % at 9.99 µM | 0.05% of 350,000 active | AID 651711;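 active = mean replicate inhibition above about 25%, with every replicate also reaching it, limit read from the data, passing the limit was not always enough; inconclusive = only one of those two criteria met; inactive = neither criterion met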
Target sequence (Q15084 whole entry, looked up): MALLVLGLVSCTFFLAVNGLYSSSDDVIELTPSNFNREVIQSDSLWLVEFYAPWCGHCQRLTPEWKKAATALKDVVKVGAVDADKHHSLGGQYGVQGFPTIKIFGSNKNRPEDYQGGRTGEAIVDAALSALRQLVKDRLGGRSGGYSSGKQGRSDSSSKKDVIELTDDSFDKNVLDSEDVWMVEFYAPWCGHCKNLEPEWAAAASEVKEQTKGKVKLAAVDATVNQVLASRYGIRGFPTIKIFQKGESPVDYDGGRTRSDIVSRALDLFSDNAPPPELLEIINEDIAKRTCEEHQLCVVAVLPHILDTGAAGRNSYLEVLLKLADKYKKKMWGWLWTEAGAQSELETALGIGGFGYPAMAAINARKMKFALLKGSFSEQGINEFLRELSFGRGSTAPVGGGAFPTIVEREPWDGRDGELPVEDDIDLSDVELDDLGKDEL
ERAP1 HTS inh: inhibitors of human ERAP1 aminopeptidase. inhibition, % at 10.7 µM. recombinant ERAP1, Leu-AMC fluorescence, 60 min. 0.15% of 340,000 active. AID 652197;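 active = mean replicate inhibition of at least 30%, or all replicates individually reaching that 30% level; inactive = mean below 30% and not every replicate reaching it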;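 note: 0% = neutral control wells and 100% = L-leucinethiol positive control wells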
S100A4 MyoIIA: inhibitors of human S100A4 binding to myosin IIA peptide | inhibition, % at 10.7 µM | AID 652163 | 0.14% of 360,000 active | S100A4/TAMRA-MyoIIA peptide fluorescence polarization | P26447;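 active = mean inhibition of at least 70% across replicates, with every replicate also reaching that level; inconclusive = mean inhibition reaches 70% but some replicates fall short; inactive = mean inhibition below 70%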
Target sequence (P26447 whole entry, looked up): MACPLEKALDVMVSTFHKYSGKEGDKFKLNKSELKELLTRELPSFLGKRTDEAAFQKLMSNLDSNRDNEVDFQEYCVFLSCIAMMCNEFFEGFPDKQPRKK
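Assay system: human S100A4 monomer with TAMRA-labelled myosin IIA peptide / Buffer or medium: Calcium-containing HEPES buffer, pH 7.2 / Reagent: TAMRA-labelled myosin IIA heavy-chain peptide probe, 5 nM / Compound: one dose per compound / Timing: polarization read 5 min after assay mix addition, stable 5–60 min / Benchmarks: neutral control DMSO, positive control TFP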
RAD54 inh: RAD54 (human) branch migration inhibition. Q92698. RAD54 Holliday junction branch migration, FAM/BHQ fluorescence. inhibition, % at 10.4 µM. 0.14% of 360,000 active. AID 602329;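 active = mean normalized replicate activity at least 40 and at least half of replicates scoring 40 or more; inconclusive = only one of the two criteria met; inactive = mean below 40 and under half of replicates reaching 40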;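 note: 0% = median of neutral control wells and 100% = median of positive control wells; inhibitors cause a drop in the FAM fluorescence signal; in these data hits start at about 50%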
RAD52 anneal inh: inhibitors of human RAD52 DNA annealing | P43351 | recombinant RAD52 DNA annealing, FRET fluorescence | inhibition, % at 18.7 µM | 0.46% of 360,000 active | AID 651710;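 active = every replicate showing at least 50% inhibition; inconclusive = mean inhibition at least 50% but not in every replicate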
Target sequence (P43351 whole entry, looked up): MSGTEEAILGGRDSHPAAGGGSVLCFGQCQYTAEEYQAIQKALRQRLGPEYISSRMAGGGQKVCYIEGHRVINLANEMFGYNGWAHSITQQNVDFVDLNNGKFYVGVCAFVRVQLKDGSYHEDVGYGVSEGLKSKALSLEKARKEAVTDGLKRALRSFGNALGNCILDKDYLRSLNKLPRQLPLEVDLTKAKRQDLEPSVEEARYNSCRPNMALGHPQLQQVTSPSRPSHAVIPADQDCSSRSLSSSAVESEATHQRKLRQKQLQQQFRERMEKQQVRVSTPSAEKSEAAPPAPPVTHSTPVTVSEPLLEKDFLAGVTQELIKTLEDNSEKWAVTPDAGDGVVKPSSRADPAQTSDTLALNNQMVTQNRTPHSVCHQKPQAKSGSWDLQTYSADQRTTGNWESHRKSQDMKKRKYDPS
esBAF inh: SWI/SNF esBAF complex inhibition; mouse ES cells, Bmi1-luciferase knock-in reporter, 24 h; 100% = twice the neutral-well signal; reporter increase, % at 12.5 µM; 2% of 350,000 active; in the data active = activation above about 40%; inconclusive = no clear call, values can overlap the other calls;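 note: 0% = median of the plate's neutral control wells and 100% = double that signal; a rise in the Bmi1 reporter signal indicates esBAF inhibition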
Xi reactivation: X-chromosome reactivation activator. XiGFP mouse fibroblasts, % GFP-positive cells imaging, 3 d; cells co-treated with 5-aza-dC sensitizer; scaled so ellipticine positive control = 100%. activation, % at 7.58 µM. 0.055% of 360,000 active. AID 743238;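 active = mean normalized replicate activation at least 10% and every replicate at or above 10%; inconclusive = only one of the two criteria met; inactive = mean below 10% and not all replicates reach 10%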;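 note: 0% = median of on-plate neutral control wells and 100% = ellipticine 6 µM median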
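Assay system: SV40-immortalized XiGFP fibroblast cells, line 68-5-11; buffer or medium: DMEM plus 5-aza-dC sensitizer; compound: one concentration, pinned; timing: compounds 3 days, fix/stain 15 min at room temperature; benchmarks: positive control ellipticine, 6 µM final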
Numbers without * were called inactive; ? = inconclusive; nt = no result given; & = joins results of further samples.

SMILES	E-sel inducer	ERp5 block	ERAP1 HTS inh	S100A4 MyoIIA	RAD54 inh	RAD52 anneal inh	esBAF inh	Xi reactivation
O=C(C[C@@H]1C[C@@H]2c3cc(NC(=O)C4CCOCC4)ccc3O[C@@H]2[C@H](CO)O1)NCc1ccccn1	-0.3	-4&2	0&1	-4&1	-9	-12&-4	-2	0.1&0.1
COc1ccc(-c2cc(C#N)nc(NN)n2)cc1	0.3	-1	nt	6	-6	0	nt	0.1
CC(C)Oc1ccc(C(=O)OC(C)C(=O)Nc2nc(-c3cccc([N+](=O)[O-])c3)cs2)cc1 (configuration not stated)	nt	0	2	1	nt	-26	nt	0.0
CN1[C@@H]2Cn3c(ccc(-c4ccccc4)c3=O)[C@H]1[C@@H](C(=O)NCCCN1CCOCC1)[C@@H]2CO	-0.3	-4	0	-3	7	-2	-4	0.5
C[C@H](CO)N1C[C@H](C)[C@@H](CN(C)C(=O)Nc2ccccc2)OCCCC[C@H](C)Oc2ccc(NC(=O)Nc3ccc(F)cc3)cc2C1=O	0.0	-1	-5	-10	-13	-7	2	0.1
CN(c1ccc(OCC(=O)Nc2cc(Cl)ccc2C(=O)O)cc1)S(=O)(=O)c1ccc(F)cc1	nt	0	7	-1	3	-11	-4	-0.2
C[C@H](NC(=O)c1[nH]cnc1C(=O)N[C@H](C)c1ccccc1)c1ccccc1	0.4	7	1	-13	2	-11	7	0.0
Cc1cc(C)c2nc(-c3ccccn3)cc(C(=O)Nn3cnnc3)c2c1	6.8	2	-2	2	nt	-21	nt	0.0
COc1ccc(S(=O)(=O)N(C)C[C@H]2Oc3ccc(NC(=O)Nc4cccc5ccccc45)cc3CC(=O)N([C@H](C)CO)C[C@H]2C)cc1	-0.3	4	4	8	nt	1	0	0.1
C[C@H](CO)N1C[C@H](C)[C@H](CN(C)C(=O)NC2CCCCC2)Oc2ccc(NC(=O)C3CC3)cc2CC1=O	-0.2	-3	0	1	-1	-4	-2	-1.1
COc1cc(C)ccc1OCc1cc(C(=O)N2CCCCCC2)no1	nt	2	-4	-3	-11	5	26	0.0
O=C(NCC(c1ccco1)N1CCc2ccccc21)C(=O)Nc1ccccc1F (configuration not stated)	nt	-1	2	1	-5	-1	23	0.0
COc1cc(C(=O)COC(=O)C2CC2(Cl)Cl)cc(OC)c1OC (configuration not stated)	-0.4	3	1	-3	5	-9	1	0.2
CCCNC(=O)Nc1ccc2c(c1)OC[C@@H](C)N(Cc1ccccn1)C[C@H](C)[C@H](OC)CN(C)C2=O	0.0	1	0	0	2	2	13	0.3
C[C@@H]1CN([C@@H](C)CO)C(=O)c2cc(C#CC3(O)CCCC3)cnc2O[C@H]1CN(C)C(=O)Cc1ccccc1	-0.1	5	1	6	-1	-3	7	-0.1
CCC(C)[C@H](N)c1nnc(SCc2cccc(F)c2)o1 (some centres not stated)	nt	8	0	-1	6	-14	3	nt
COc1ccc(S(=O)(=O)N[C@H]2C=C[C@@H](CC(=O)N3CCc4ccccc4C3)O[C@@H]2CO)cc1	0.3	0	-3	-6	6	-6	-2	0.0
CC(C)[Si](C#CCCCC#N)(O[C@H](c1ccccc1)c1cn(Cc2cccc(Cl)c2)nn1)C(C)C	nt	0	-3	-1	nt	-7	nt	nt
COc1ccccc1N(C)S(=O)(=O)c1ccc(C(=O)Nc2cc(OC)c(OC)c(OC)c2)cc1	nt	-4	-4	-11	-5	-5	15	0.0
O=C(Nc1ccccc1OC(F)F)c1ccc(-n2cncn2)c([N+](=O)[O-])c1	0.4	6	3	0	3	-2	5	0.0
CCOc1ccc(CCNC(=O)COC(=O)c2cc(OC)c(OC)c(OC)c2)cc1OCC	3.1	0	-1	0	nt	7	nt	0.0
CCc1nc(-c2ccc(OC)c(OC)c2)cc2cc(OC)c(OC)cc12	nt	-5	-1	10	nt	-2	nt	0.0
COc1cc2c(cc1OC)C(c1cc3cc4c(cc3[nH]c1=O)OCO4)N(C(=O)C(C)C)CC2 (configuration not stated)	nt	2	3	-3	-6	3	-1	nt
CCCN(CCC)CCNC(=O)C1c2ccccc2C(=O)N2CCc3ccccc3C12 (configuration not stated)	0.6	-6	-3	-5	nt	2	6	-0.1
Cc1cc(=O)nc2c3ccccc3n(CC(=O)NCCC3=CCCCC3)n12	0.3	-5	2	-3	-9	-32	-2	0.2
CCCCCCCCN1C(=O)[C@@H](CC(=O)N2CCCCC2)C[C@@]2(C(=O)OC)C1=C[C@H](C(C)(C)C)O[C@@H]2C	-0.1	-3	4	2	nt	-3	nt	0.1
CCNC(=O)C[C@H]1CC[C@@H]2[C@@H](COc3ccc(NC(=O)Cc4cccs4)cc3C(=O)N2C)O1	0.0	-3	-2	18	2	-2	-1	0.0
COc1ccc(CN2C(=O)C(CC(=O)NCCCN(C)C)CC(C(=O)N3CCCCCC3)=C2C)cc1 (configuration not stated)	-0.2	7	4	-3	nt	-4	nt	-0.2
CCC(c1nnc(SCC(=O)Nc2cc(S(C)(=O)=O)ccc2Cl)n1Cc1ccccc1)N(C)C (configuration not stated)	nt	-2	1	-1	10	10	-4	0.4
Cc1ccc(F)c([C@H]2[C@@H]3C=CCC[C@@]3(C)C(=O)N2Cc2ccccc2)c1	-0.2	-2	nt	-2	2	-8	9	0.0
N#CCc1ccc(OC(=O)c2ccncc2)cc1	nt	0	9	1	-3	-11	-5	0.2
CN1C(=O)C(CC(=O)NCCc2ccccc2)N(NC(=O)c2cccc(F)c2)C1=S (configuration not stated)	?	-6	0	3	-5	-22	-8	0.5
CCCCOC(=O)Nc1nnc(Cc2ccc(Cl)cc2)s1	-0.2	2	nt	0	-6	7	0	0.0
CCCCNc1ccc(C(CC(N)=O)NC(=O)c2cc(C)cc(C)c2)cc1[N+](=O)[O-] (configuration not stated)	-0.2	3	0	-9	9	-14	-2	0.2
CCc1nc2cc(Cl)c(Cl)cc2nc1CC	nt	-3	-4	1	nt	-16	nt	0.2
Cc1ccc(NC(=O)Cn2sc3ccccc3c2=O)cc1	-0.5	1	9	2	-3	-11	-1	-0.1
CC(=O)N(C)C[C@@H]1Oc2cc(C#CC(C)(C)O)ccc2S(=O)(=O)N([C@H](C)CO)C[C@H]1C	-0.2	-10	1	8	1	-7	-5	-1.0
CCCN(C)C[C@H]1Oc2cc(C#CCC3CCCC3)ccc2S(=O)(=O)N([C@@H](C)CO)C[C@H]1C	0.4	2	6	10	-1	12	0	-0.9
O=C(CNC(=O)c1ccccc1)OCC(=O)c1cccs1	0.0	-3	-4	-1	1	-15	0	0.1
NC(=O)[C@@H]1CC2(CC(c3cccc(NC(=O)CC(c4ccccc4)c4ccccc4)c3)=NO2)CN1C(=O)c1ccc(Cl)cc1 (some centres not stated)	0.8	-6	nt	-1	-4	-14	-2	0.0
C=CCNC(=S)NNc1nc2sc3c(c2c(=O)[nH]1)CC(C)(C)OC3	nt	2	3	-5	-7	0	-3	0.0
COc1cc(NC(=O)CN2C(=O)CN(C)C2=O)c(C)cc1[N+](=O)[O-]	0.0	-6	7	8	-2	-12	1	0.2
C[C@@H]1CN([C@@H](C)CO)C(=O)c2cccc(NC(=O)NC3CCCCC3)c2O[C@@H]1CN(C)CC1CCCCC1	-0.3	1	-2	4	3	0	-1	-1.0
Cc1cc(F)ccc1-c1cc(C(=O)NCc2cc(C(F)(F)F)cc(C(F)(F)F)c2)[nH]n1	0.4	24	-2	-1	1	-10	0	0.6
COc1cccc(CN(C)C(=O)c2cc(COc3c(F)cccc3F)on2)c1	1.2	-5	5	-1	-2	-14	3	-0.2
CC(=O)N(C)C[C@H]1Oc2ncc(/C=C/c3ccccc3)cc2C(=O)N([C@H](C)CO)C[C@H]1C	-0.1	1	-4	1	3	0	0	0.4
O=C(Cn1nnc(-c2ccccc2)n1)c1ccccc1	nt	-2	2	-2	10	-15	14	nt
COc1ccc(-c2nnc(C(C)Nc3cccc(C(=O)NC4CC4)c3)o2)cc1 (configuration not stated)	nt	-1	2	0	4	-6	-5	0.2
COCCNC(=O)C[C@@H]1C[C@H]2c3cc(NS(=O)(=O)c4ccccc4)ccc3O[C@H]2[C@@H](CO)O1	0.1	-5	5	4	-3	9	-6	-0.1
O=C(NCC(=O)N(c1cccc(F)c1)C(C(=O)NC1CCCC1)c1ccncc1)c1cccs1 (configuration not stated)	0.0	5	-3	-9	-9	-17	1	0.1
COC(=O)c1ccc(NC(=O)c2cccc(N3C(=O)CCC3=O)c2)cc1	0.1	3	2	-3	3	-2	-10	0.1
COc1ccc(CN(C)C(=O)C2CSC3(C)CCC(=O)N23)cc1OC (configuration not stated)	nt	-3	-3	-3	-2	-4	-3	0.1
COc1ccc(NC(=O)N(C)C[C@@H]2OCCCC[C@@H](C)Oc3ccc(NS(=O)(=O)c4c(C)noc4C)cc3C(=O)N([C@H](C)CO)C[C@H]2C)cc1	0.3	nt	nt	nt	3	nt	23	0.0
CCOC(=O)CC(=O)CSc1nc(CC)c(C)cc1C#N	0.1	2	4	3	-1	-10	nt	0.0
CC1(C)CC(=O)C(C(C2=C(O)CC(C)(C)CC2=O)c2ccc(Br)s2)C(=O)C1 (configuration not stated)	11	-1	0	6	11	-37	nt	0.0

Bioassay records deposited in PubChem by Broad Institute.
